Source: PubChem BioAssay
RmlCD inh 1536 = M. tuberculosis RmlC/RmlD inhibition; P9WH09+P9WH11; RmlC+RmlD coupled enzyme assay, percent inhibition; primary screen in compound mixtures; inhibition, % at 3.6 µM; 160,000 tested, 0.03% active; AID 1533; in the data active means inhibition mostly above about 34%, no sharp cut-off; further: some results filed as inactive read as strong as hits
Target sequence (P9WH09 whole entry, looked up): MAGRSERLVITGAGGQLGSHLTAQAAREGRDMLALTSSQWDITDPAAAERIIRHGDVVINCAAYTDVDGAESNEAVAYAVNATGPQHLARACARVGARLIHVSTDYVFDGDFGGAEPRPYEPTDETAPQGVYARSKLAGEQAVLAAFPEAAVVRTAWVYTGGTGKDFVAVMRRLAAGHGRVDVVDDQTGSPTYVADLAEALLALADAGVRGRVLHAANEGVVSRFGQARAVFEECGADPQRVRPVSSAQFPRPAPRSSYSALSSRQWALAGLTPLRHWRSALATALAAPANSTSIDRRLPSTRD
Target sequence (P9WH11 whole entry, looked up): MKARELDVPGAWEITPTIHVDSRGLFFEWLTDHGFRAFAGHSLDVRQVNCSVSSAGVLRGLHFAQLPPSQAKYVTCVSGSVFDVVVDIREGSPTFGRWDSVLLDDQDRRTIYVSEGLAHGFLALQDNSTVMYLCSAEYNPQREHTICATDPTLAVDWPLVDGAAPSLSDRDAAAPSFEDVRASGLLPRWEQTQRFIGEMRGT
M. tuberculosis GlmU = inhibition of mycobacterial GlmU enzyme – biochemical, glucosamine-1-phosphate acetyltransferase (AID 1376); M. tuberculosis GlmU acetyltransferase enzyme assay; higher % means a stronger effect; one-dose inhibition, %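 (tested at 30 µM in the primary screen)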; IC50 in µM for titrated hits; 220,000 tested, 0.25% active; in the data active means inhibition above about 13%;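 further: 0% = complete reaction with vehicle and 100% = reaction without substrate; strong numbers were not always called active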
Active calls of the source: *; nt = not tested or not shown; & = joins results of further samples. The list is partial (hit frequency here may not be typical).

Order of results – RmlCD inh 1536, M. tuberculosis GlmU
- Cc1oc(-c2cccs2)nc1CN1CCC(CO)(CCOc2ccccc2)CC1
    3.0, 2.1%
- O=C(COC(=O)[C@H](Cc1ccccc1)NC(=O)c1cccs1)Nc1ccccc1C(F)(F)F
    22.0, 0.4%
- Cc1nc2nc(CC(=O)O)[nH]n2c(=O)c1[N+](=O)[O-]
    11.6, 0.0%
- COP(=O)(OC)c1nc(-c2ccccc2)oc1N1CCOCC1
    2.8, 2.0%
- CCSC1=N/C(=C\c2ccc(C(=O)O)cc2)C(=O)S1
    -6.9, 4.0%
- OC(CN1C2=NCCN2c2ccccc21)c1ccc2c(c1)OCO2 (stereo not drawn)
    nt, -2.0%
- CC(C)(C)[C@@H]1C=C(C(=O)NC2CC2)O[C@H](OCc2ccc(CO)cc2)C1
    nt, -2.5%
- C1CNC(C23CC4CC(CC(C4)C2)C3)=N1
    6.4, -3.7%
- Nc1nnc(-c2ccc(Cl)cc2)s1
    nt, -3.1%
- CCc1nc2ccccc2c(NC(=O)CN2CCC(C)CC2)c1C
    -6.9, -1.8%
- Cc1nn(C)c(C)c1CNC(=O)Nc1ccc2c(c1)OCO2
    -5.3, -0.1%
- CCc1nnc(N/N=C/c2ccccc2Cl)n1N
    3.4, 2.8%
- O=S(=O)(Nc1nc2ccccc2nc1-[n+]1cccc(N=C([O-])c2ccc(Cl)cc2)c1)c1ccccc1
    4.9, 3.0%
- CC1(C)Cc2c(sc(N)c2C#N)C(C)(C)N1
    6.3, 0.6%
- O=C(O)c1cc([N+](=O)[O-])c(N2CCCC2)c([N+](=O)[O-])c1
    19.5, 5.4%

The list goes on:
Order of results – RmlCD inh 1536, M. tuberculosis GlmU
- COc1ccccc1CN1[C@@H](CC(=O)O)c2cc(F)ccc2S1(=O)=O
    nt, -3.9%
- OC1(c2ccc3ccccc3c2)CCN(Cc2ccccc2)C1 (stereo not drawn)
    13.8, -3.2%
- Cc1cc2c(s1)NC(=O)CN=C2c1cccs1
    -1.5, 0.0%
- C=C(C)c1cccc(C(C)(C)NC(=O)N2CCOCC2)c1
    21.5, -3.5%
- CCC(C)(C)n1nnnc1C(c1ccc(C)cc1)N(Cc1ccco1)Cc1cccs1 (stereo not drawn)
    -5.6, 2.6%
- Cc1ccc(NC(=O)COC(=O)C2CC(=O)N(Cc3ccccc3)C2)cc1F (stereo not drawn)
    3.4, -4.7%
- O=C(NCCN1CCCC1)c1ccc2c(c1)N(Cc1ccc(F)cc1)C(=O)c1ccccc1S2=O (stereo not drawn)
    nt, 0.5%&-14.4%
- COc1ccc2nc(NC(=O)C3CCCN(S(=O)(=O)c4cccc5nonc45)C3)sc2c1 (stereo not drawn)
    nt, 2.8%
- O=C(c1ccc2c(c1)OCCO2)C1CCN(S(=O)(=O)c2ccc(F)cc2)CC1
    4.0, -3.5%
- Cc1ccc(C(=O)NC(=S)NCc2cccnc2)cc1C
    9.5, -1.8%
- CCc1ccccc1NC(=O)CSc1nnc([C@@H](N)Cc2c[nH]c3ccccc23)o1
    4.0, -6.5%
- O=C(CSCc1cccc(Br)c1)N/N=C/c1ccc2c(c1)OCO2
    nt, -6.9%
- Cc1cc(N/C(=N/S(=O)(=O)c2ccc(F)cc2)c2ccccc2)n(-c2ccccc2)n1
    10.8, -2.8%
- CCOc1ccc(C(NC(=O)/C=C/c2ccco2)c2ccc(OC)c(OC)c2)cc1 (stereo not drawn)
    8.7, -2.9%
- COc1cc(OC)cc(-c2nnc(Sc3ccc(C=O)cc3[N+](=O)[O-])o2)c1
    0.8, -3.1%

Next section:
Order of results – RmlCD inh 1536, M. tuberculosis GlmU
- COc1ccc(C)cc1S(=O)(=O)Nc1cccnc1
    5.3, 3.0%
- COC(=O)c1ccc(C(=O)OC)c(NS(C)(=O)=O)c1
    nt, -0.2%
- Nc1nc(NCc2ccco2)nc(Nc2ccccc2)c1[N+](=O)[O-]
    0.5, 1.7%
- O=c1cc(N2CCN(c3ccccc3)CC2)[nH]c(=O)n1C1CCCCC1
    19.7, 0.2%
- COc1cccc(/C=N/NC(=O)c2nc(-c3ccccc3)cc(-c3ccccc3)n2)c1
    -7.7, 2.1%
- Cc1ccccc1NS(=O)(=O)c1ccc(C2CNC(=O)C2)cc1 (stereo not drawn)
    3.9, 3.0%
- COc1ccc(NC(C)=O)cc1C
    -6.7, -5.5%
- CCC(CC)N=C1NS(=O)(=O)c2cc([N+](=O)[O-])ccc21
    29.2, 0.4%
- COCCCNC(CC(=O)Nc1ccc(OC)cc1OC)C(=O)O (stereo not drawn)
    6.4, 0.2%
- Cc1cccc(NC(=O)CN2C(=O)COc3ccc(Cl)cc32)c1C
    11.2, 1.9%
- Cc1ccc(NC(=O)C2CCN(S(=O)(=O)c3cccs3)CC2)cc1C
    nt, -2.4%
- Cc1nn(-c2ccccc2)c(C)c1S(=O)(=O)O
    9.3, -0.9%
- Cn1c(SCC(=O)Nc2ccccc2)nc(O)cc1=O
    -5.9, 5.7%
- Cc1nc2scc(-c3ccco3)c2c(=O)n1/N=C/N(C)C
    8.1, 5.9%
- COc1cccc(C(C(=O)NC(C)(C)C)N(C(=O)CCC(=O)Nc2cc(C)on2)C2CC2)c1OC (stereo not drawn)
    97.9, 4.2%

Continued.
Molecule	RmlCD inh 1536	M. tuberculosis GlmU
NC(N)=NC(N)=NCCc1ccccc1	nt	-8.4%
O=S1(=O)N=C(Nc2ccc(S(=O)(=O)N3CCCCC3)cc2)c2ccccc21	nt	4.5%
Cc1cccc(N2CN=c3s/c(=C\c4ccccn4)c(=O)n3C2)c1	3.0	-4.9%
CCN1CCN(C(=O)c2sc3nc(C)nc(N4CCC(C)CC4)c3c2C)CC1	-6.2	2.1%
CCCN(C(=O)c1ccco1)c1nnc(-c2ccncc2)s1	-13.3	0.4%
Cc1ccc2nc(-c3ccsc3)c(NC3CCCC3)n2c1	12.1	-6.0%
O=C(COC(=O)c1cc(-c2ccncc2)nc2ccccc12)Nc1ccc2c(c1)OCO2	nt	-6.9%
COc1ccc(-c2ccc(CCC(=O)O)n2CC2CCCO2)cc1 (stereo not drawn)	-13.4	2.2%
C/C(=N\NC(=S)Nc1c(C)cccc1C)c1cc2ccccc2o1	nt	1.2%
COc1cccc(C2C3=C(CC(C)(C)CC3=O)Nc3cc4c(cc32)OCO4)c1 (stereo not drawn)	-8.3	2.3%
CCOc1cc(/C=N/NC(=O)c2ccc(CN3CCOCC3)cc2)ccc1OCc1ccccc1	-8.7	4.8%
N#C/C(=C\c1ccc[nH]1)C(=O)c1ccccc1	nt	-4.7%

Next compounds
Molecule	RmlCD inh 1536	M. tuberculosis GlmU
COCCCN1C(=O)C(=O)/C(=C(/O)c2ccc(OC)cc2)C1c1cccc(OC)c1 (stereo not drawn)	14.0	-1.8%
Cc1cc(C)c(C#N)c(SCC(=O)N2CCCCC2)n1	nt	-4.0%
O=C(COC(=O)CCc1nc2ccccc2c(=O)[nH]1)NC1CCS(=O)(=O)C1 (stereo not drawn)	7.1	-0.7%
CSc1nc(Oc2cccc(C(F)(F)F)c2)cc(C(F)(F)F)n1	1.9	-0.6%
CCC1(c2ccccc2)NC(=O)N(Cc2cccc([N+](=O)[O-])c2)C1=O (stereo not drawn)	-11.4	0.4%
CCOC(=O)C1=C(C)N=C2c3ccccc3C(=O)C2C1c1ccccc1 (stereo not drawn)	12.2	2.1%
Cc1ccccc1C1CC(c2cccs2)=NN1S(C)(=O)=O (stereo not drawn)	-12.7	3.7%
Cc1cc(N2C(=O)CC(Cc3ccccc3)C2=O)no1 (stereo not drawn)	6.4	4.2%
Cc1ccc(OCC(O)Cn2c(=N)n(CCN3CCCCC3)c3ccccc32)cc1 (stereo not drawn)	nt	-2.7%
CC1CC(=O)NN=C1c1ccc(N(C)C)c([N+](=O)[O-])c1 (stereo not drawn)	-36.3	0.8%
CCCCn1nc(-c2ccccc2)c2nc3ccccc3nc21	-6.1	2.8%
CC(C)Oc1ccc(/C(O)=C2/C(=O)C(=O)N(CCCn3ccnc3)C2c2cccnc2)cc1 (stereo not drawn)	60.6	-0.2%

Continued, overlapping the part above by 2 compounds.
Molecule	RmlCD inh 1536	M. tuberculosis GlmU
CCCCn1nc(-c2ccccc2)c2nc3ccccc3nc21	-6.1	2.8%
CC(C)Oc1ccc(/C(O)=C2/C(=O)C(=O)N(CCCn3ccnc3)C2c2cccnc2)cc1 (stereo not drawn)	60.6	-0.2%
Cc1ccc(C2=NN(C(=O)CCCC(=O)O)C(c3ccco3)C2)cc1 (stereo not drawn)	6.1	2.7%
Cc1onc(-c2ccccc2)c1C(=O)N/N=C(\N)COc1ccc(Cl)cc1	-5.2	0.2%
CCC(C(=O)NCc1ccccc1OC)c1ccccc1 (stereo not drawn)	2.9	-5.1%
N#Cc1c(/N=C/c2cc3ccccc3s2)sc2c1CCC2	nt	-1.8%
COc1ccc(/C=N/NC(=O)CNC(=O)c2ccc(S(=O)(=O)N3CCCC3)cc2)c(OC)c1	nt	4.9%
COc1nnc(-c2ccc(N3CCOCC3)c(NC(=O)C3CCCCC3)c2)c2ccccc12	-5.6	0.7%
Cc1cc(C)n(C(=O)c2ccc(S(=O)(=O)N3CCCC3)cc2)n1	-3.7	1.0%
O=C(CNCCC1=CCCCC1)Nc1ccccc1N1CCCCC1	nt	0.7%
Cc1ccc(C(=O)N2CCN(c3ccc(NC(=O)CSc4ccc(Cl)cc4)cc3)CC2)cc1	-11.0	1.2%
O=C(Nc1nnc(C2CC2)s1)c1cc(S(=O)(=O)N2CCN(c3ccccc3)CC2)ccc1Cl	nt	-3.1%
O=C(O)c1ccc(F)c(S(=O)(=O)Nc2ccccc2Cl)c1	nt	1.3%
Cc1csc(C(C#N)C(=O)c2cc3ccccc3o2)n1 (stereo not drawn)	4.6	1.4%

More records:
Molecule	RmlCD inh 1536	M. tuberculosis GlmU
O=C(OCc1nnc(-c2ccccc2)o1)c1cc(=O)c2ccccc2o1	nt	2.1%
O=C(NCCCN1CCOCC1)c1ccccc1-c1ccccc1	4.6	5.9%
COc1ccc2sc(SCCCS(=O)(=O)O)[n+](CCCS(=O)(=O)[O-])c2c1	10.6	-0.3%
Cc1nc2ccccc2n1CC(O)COc1ccc(Br)cc1 (stereo not drawn)	8.6	7.1%
Cc1cc(C(=O)OCC(=O)Nc2cc(S(=O)(=O)N3CCOCC3)ccc2Cl)c(C)o1	nt	-2.4%
CCOc1ncccc1C(=O)Nc1cccc(-c2nnc3n2CCCCC3)c1	12.0	0.8%
CCCCC(=O)Nc1ccc(C(=O)Nc2cc(C(F)(F)F)ccc2Cl)cc1	nt	0.1%
COc1cc(Cl)ccc1NC(=S)N(CCN1CCOCC1)C1CCN(C(C)=O)CC1	5.0	4.3%
C/C(=N\NC(=O)Cc1cccc2ccccc12)c1ccncc1	1.8	0.1%
O=C(COC(=O)c1ccccc1C(=O)N1CCN(c2ccccc2)CC1)NCc1ccccc1	-5.5	-4.4%
COc1ccc(N(C(=O)Cn2nnc3ccccc32)C2(C(=O)NC3CCCC3)CCCCC2)cc1	1.0	0.7%
O=C(CN1CCN(Cc2ccccc2Cl)C1=O)NC1CCCCCC1	4.8	2.6%

Complete entries as entered above. Order of screens: RmlCD inh 1536 | M. tuberculosis GlmU
`Cc1nc2ccccc2n1CC(O)COc1ccc(Br)cc1` (stereo not drawn) in the list: 8.6 | 7.1%
`CCOc1ncccc1C(=O)Nc1cccc(-c2nnc3n2CCCCC3)c1` in the list: 12.0 | 0.8%
`COc1cc(Cl)ccc1NC(=S)N(CCN1CCOCC1)C1CCN(C(C)=O)CC1` in the list: 5.0 | 4.3%
`COc1ccc(N(C(=O)Cn2nnc3ccccc32)C2(C(=O)NC3CCCC3)CCCCC2)cc1` in the list: 1.0 | 0.7%
`Cc1cc(C(=O)OCC(=O)Nc2cc(S(=O)(=O)N3CCOCC3)ccc2Cl)c(C)o1` in the list: nt | -2.4%

(further entries)
Molecule	RmlCD inh 1536	M. tuberculosis GlmU
Cc1cc2ncc(S(=O)(=O)C(C)(C)C)c(N)n2n1	2.6	5.2%
Cc1ccccc1OCC(=O)NC(=S)Nc1ccc(N2CCCC2)cc1	6.4	-4.9%
CC(CN1CCOCC1)OC(=O)c1ccc2c(c1)OCCO2 (stereo not drawn)	7.8	2.0%
CC(C)NC(=O)c1c2c(nc3ccccc13)CCCC2	nt	-3.0%
COc1ccc(C(=O)C2CCCN(C(=O)c3ccc4cc[nH]c4c3)C2)c(C)c1 (stereo not drawn)	-3.6	-0.1%
CCOC(=O)C1=C(C)N=C2SCCC(=O)N2C1c1ccc(OC)cc1 (stereo not drawn)	6.4	1.5%
CCNC(=S)Nc1cccc([N+](=O)[O-])c1	nt	-1.0%
CCN(CC)CCCNc1cc(C)nc2cc(-c3cccs3)nn12	-9.0	-4.4%
COc1ccc(Nc2nc(N)nc(CSC(=S)N3CCC(C)CC3)n2)cc1	-8.5	4.8%
Cc1ccc(C(=O)COC(=O)c2cccs2)cc1	3.1	1.7%
Cc1cc(C)n(C(=O)CNC(=O)CCc2ccccc2)n1	nt	-2.2%
Cc1ccccc1NS(=O)(=O)c1ccc2c(c1)NC(=O)CO2	4.0	13.3%*

Going on with the list.
Molecule	RmlCD inh 1536	M. tuberculosis GlmU
CCSc1nc2c(c(-c3ccc(C)o3)c1C#N)CCCC2	nt	1.3%
CN1CCC(N(C)C(=O)CCc2nc3ccccc3n2-c2ccccc2)CC1	10.9	5.6%
Clc1ccc(OCc2cc(-c3ccccc3)no2)cc1Cl	-1.3	-1.6%
COc1cc(C(O)CNC(C)C)cc(F)c1OC (stereo not drawn)	nt	-6.8%
CCOC(=O)C1CCN(C(=O)COc2ccc(Cl)cc2C)CC1	nt	1.9%
Cc1ccnc2nc(C(=O)NC3CCCc4ccccc43)nn12 (stereo not drawn)	40.9	-4.3%
CC1CCN(CCCn2c(=S)[nH]c3ccccc3c2=O)CC1	9.8	0.1%
O=S(=O)(c1ccccc1)c1ncc(C(F)(F)F)cc1O	7.5	nt
CC(C)=CCN1CCN(Cc2cnc(N3CCOCC3)s2)CC1CCO (stereo not drawn)	nt	1.9%
